TNAP activation fold – human TNAP enzyme activators, primary screen, biochemical, luminescent, no phosphate acceptor, uHTS (AID 1001); activation fold at 20 µM; hits with a dose series show EC50 in µM; hit rate 0.03% among 200,000; purified TNAP, luminescent activation assay, no phosphate acceptor; higher activation fold means a stronger effect; in the data active = activation fold from about 3, or a potency from the dose series; inactive = the rest, 99 in 100 with activation fold below about 1.6; note: many of its hits are not listed in these tables
K1F lysis inhibition – inhibition of K1F phage lysis, E. coli UTI89, bacterial capsule biogenesis inhibitors, alamar blue (AID 488966); E. coli UTI89 K1F phage lysis, alamar blue, 2 h; higher % means a stronger effect; inhibition, % at 100 µM; hits with a dose series show IC50 in µM; hit rate 0.02% among 340,000;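 active = phage lysis inhibition, versus mean bacterial control, above a set limit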;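 note: capsule biogenesis inhibitors block K1F phage lysis so surviving cells raise fluorescence; higher fluorescence means more inhibition of phage lysis; actives were called in the ten point dose series up to 300 µM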
human PMI inhibitors – human PMI inhibitors, high substrate, primary screen, biochemical, fluorescence intensity, high mannose 6-phosphate (AID 1220) | inhibition, % at 20 µM, or IC50 in µM where a hit was titrated | hit rate 0.66% among 190,000 | recombinant PMI enzyme, coupled fluorescence intensity; higher % means a stronger effect
PMI inhibitors – MPI enzyme activity inhibition – biochemical, fluorescence intensity, coupled assay, primary screen (AID 1209); hit rate 0.42% among 190,000; one-dose inhibition, % at 20 µM; IC50 in µM for titrated hits; purified PMI enzyme, coupled fluorescence intensity; higher % means a stronger effect;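 note: plate controls were DMSO vehicle for no effect and wells lacking substrate for full effect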
P. falciparum M1AAP – malaria alanyl aminopeptidase activity blockers – biochemical, fluorogenic H-Leu-NHMec substrate, 1536-well (AID 1445). recombinant M1AAP, H-Leu-NHMec fluorogenic kinetic assay; higher % means a stronger effect. inhibition, % at 30 µM, or IC50 in µM where a hit was titrated. hit rate 0.42% among 220,000;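 active = primary inhibition above the hit cutoff, then over 50% inhibition at one or more dose response concentrations, cut at about 23% in these data, passing the limit was not always enough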;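 note: plate controls were DMSO full reaction for no effect and no enzyme background for full effect; strong numbers were not always called active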
XIAP antagonists – small molecules displacing peptide from XIAP – biochemical, IAP family, fluorescence polarization (AID 1018). XIAP BIR domain, fluorescence polarization peptide displacement; higher % means a stronger effect. displacement, % at 20 µM; hits with a dose series show IC50 in µM. hit rate 0.007% among 200,000; in the data active = displacement above about 50%; note: a part of the inactive calls stands beside numbers as strong as those of hits
Hep lipid drop – modulators of hepatic lipid droplet formation; AID 1656; AML12 mouse hepatocytes, oleate lipid droplets, BODIPY imaging; hit rate 0.4% among 240,000; inhibition, % at 6.5 µM;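 active = lipid droplet intensity inhibited by at least 50%, with more than 500 cells counted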
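Material – mouse AML12 hepatocyte cell line, fixed after treatment · Compound dosing – one dose, 6.5 µM compound · Times – compound with oleate, overnight · Measured by – Image-based BODIPY and DAPI two-channel analysis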
Siah-1 displacement – Siah-1 peptide-binding antagonists, primary screen, biochemical, fluorescence polarization, rhodamine-plectin, uHTS (AID 1817). hit rate 0.02% among 290,000. displacement, % at 20 µM, or IC50 in µM where a hit was titrated. Siah-1 / rhodamine-plectin peptide fluorescence polarization; higher % means a stronger effect;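 active = displacement of at least 50% at 20 µM, with a fluorescence ratio check between 0.3 and a set limit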;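 note: plate controls were Siah plus tracer with DMSO for no effect and tracer alone without Siah for full effect; strong numbers were not always called active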
M17LAP inhibition – P. falciparum M17LAP inhibitors, primary screen, biochemical, fluorogenic H-Leu-NHMec substrate, 1536-well (AID 1619); recombinant M17LAP, H-Leu-NHMec fluorogenic kinetic assay; higher % means a stronger effect; hit rate 0.38% among 220,000; one-dose inhibition, % at 30 µM; IC50 in µM for titrated hits;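 active = compound inhibiting the enzyme by more than half at any dose during confirmatory dose-response retesting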;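 note: plate controls were full reaction with DMSO carrier for no effect and no enzyme background for full effect; strong numbers were not always called active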
Hep lipid drop cells 6.5 µM – second read-out of Hep lipid drop, no call of its own (marks repeat the call); cell count; measured here: cell count, cytotoxicity flag;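 cells counted across two imaged fields per well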
* hit, by the source's call; [ ] = remark or other dose. Cut-off read from the data, not from the text of the source, unless noted: active = inhibition above about 50%; inactive = the rest.

Cc1cnc(NC(=O)C(C)N2CCN(C)CC2)s1 (stereo not given) was read as TNAP activation fold 1, K1F lysis inhibition 0.2%, human PMI inhibitors -2%, PMI inhibitors 1%, P. falciparum M1AAP 9%, XIAP antagonists -5.4%, Hep lipid drop 30, Siah-1 displacement -2%, M17LAP inhibition 1% and Hep lipid drop cells 6.5 µM 684.
`NC(=O)c1ccc(N2CCOCC2)nc1` gave TNAP activation fold 1, K1F lysis inhibition 0.2%, human PMI inhibitors 10%, PMI inhibitors 9%, P. falciparum M1AAP 1%, XIAP antagonists -3.6%, Hep lipid drop 1, Siah-1 displacement 1%, M17LAP inhibition 2% and Hep lipid drop cells 6.5 µM 664.
COc1cccc(Oc2c(C)oc3c(CN4CCCC4)c(O)ccc3c2=O)c1 was read as K1F lysis inhibition -0.6%[50 µM], P. falciparum M1AAP 16%, Hep lipid drop 17, Siah-1 displacement 12%, M17LAP inhibition -158% and Hep lipid drop cells 6.5 µM 800.
Screening CC1CCCCN1S(=O)(=O)c1ccc(C(=O)Nc2nnc(-c3ccccn3)o2)cc1 (stereo not given) returned TNAP activation fold 1.1, K1F lysis inhibition 0.1%, human PMI inhibitors -11%, PMI inhibitors -24%, P. falciparum M1AAP -3%, XIAP antagonists -7.6%, Hep lipid drop 6, Siah-1 displacement -2%, M17LAP inhibition 1% and Hep lipid drop cells 6.5 µM 714.
For O=C(CSc1ccc(-c2ccco2)nn1)NCc1ccccc1 the results were TNAP activation fold 1, K1F lysis inhibition 0.3%, human PMI inhibitors 8%, PMI inhibitors 2%, P. falciparum M1AAP 10%, XIAP antagonists -7.6%, Hep lipid drop 6, Siah-1 displacement 27%, M17LAP inhibition -3% and Hep lipid drop cells 6.5 µM 734.
O=C1CN(C(=O)COC(=O)c2cccc(S(=O)(=O)NCc3ccccc3)c2)c2ccccc2N1 was read as TNAP activation fold 1, K1F lysis inhibition 1.3%, human PMI inhibitors -9%, PMI inhibitors -6%, P. falciparum M1AAP -3%, XIAP antagonists -5.1%, Hep lipid drop -6, Siah-1 displacement 1%, M17LAP inhibition 7% and Hep lipid drop cells 6.5 µM 815.
`O=C(Cn1nc(C(F)F)cc1C(F)F)NNC(=S)Nc1ccc(Cl)cc1` gave TNAP activation fold 1.1, K1F lysis inhibition 4.5%, human PMI inhibitors -12%, PMI inhibitors -10%, P. falciparum M1AAP 1%, XIAP antagonists -2.4%, Hep lipid drop 1, Siah-1 displacement -8%, M17LAP inhibition 9% and Hep lipid drop cells 6.5 µM 806.
Cc1ccc(OCC(=O)N2N=C(c3ccncc3)CC2(O)C(F)(F)F)cc1C (stereo not given) was read as K1F lysis inhibition 0.3%, P. falciparum M1AAP 4%, Hep lipid drop 18, Siah-1 displacement 11%, M17LAP inhibition 0% and Hep lipid drop cells 6.5 µM 779.
C=CCn1c(SCC(=O)N(C)C2CCS(=O)(=O)C2)nnc1-c1ccncc1 (stereo not given) was read as TNAP activation fold 1.1, K1F lysis inhibition 0.1%, human PMI inhibitors -6%, PMI inhibitors 0%, P. falciparum M1AAP 1%, XIAP antagonists -1.2%, Siah-1 displacement 1% and M17LAP inhibition -11%.
Screening Cc1cc(=O)[nH]c(SCC(=O)c2ccc(C)c(C)c2)n1 returned TNAP activation fold 1.1, K1F lysis inhibition 0.9%, human PMI inhibitors 5%, PMI inhibitors 4%, P. falciparum M1AAP 2%, XIAP antagonists -3.0%, Siah-1 displacement 0% and M17LAP inhibition 27%.
Screening CC1=C(C#N)C(Nc2ccc(C)cn2)(C(F)(F)F)C(=O)N1 (stereo not given) returned TNAP activation fold 1.1, K1F lysis inhibition -0.3%, human PMI inhibitors -5%, PMI inhibitors -4%, P. falciparum M1AAP 2%, XIAP antagonists -3.9%, Hep lipid drop -7, Siah-1 displacement -4%, M17LAP inhibition 10% and Hep lipid drop cells 6.5 µM 741.
`O=C(Nc1ccc(Oc2ccc(NC(=O)Nc3ccccc3Cl)cc2)cc1)Nc1ccccc1Cl` gave K1F lysis inhibition -0.1%, P. falciparum M1AAP 10%, Hep lipid drop -10, Siah-1 displacement 1%, M17LAP inhibition -7% and Hep lipid drop cells 6.5 µM 749.
For Cc1ccc(CNC(=O)CC2Nc3c4ccccc4nc(=S)n3C2=O)cc1 (stereo not given) the results were TNAP activation fold 1.2, human PMI inhibitors 4%, PMI inhibitors -12%, P. falciparum M1AAP 9%, XIAP antagonists -0.1%, Hep lipid drop 3, Siah-1 displacement -4%, M17LAP inhibition 44% and Hep lipid drop cells 6.5 µM 658.
`N#CC1=C2SC=C(c3ccc(Br)cc3)N2CCCC1=O` gave TNAP activation fold 1.2, K1F lysis inhibition 0.6%, human PMI inhibitors 16%, PMI inhibitors 6%, P. falciparum M1AAP 0%, XIAP antagonists 0.9%, Hep lipid drop -4, Siah-1 displacement 8%, M17LAP inhibition 3% and Hep lipid drop cells 6.5 µM 677.
COc1ccc(S(=O)(=O)N(C)CC(=O)Nc2cccc(C(C)=O)c2)cc1 was read as TNAP activation fold 1.1, K1F lysis inhibition -0.3%, human PMI inhibitors 4%, PMI inhibitors 2%, P. falciparum M1AAP 21%, XIAP antagonists -8.1%, Hep lipid drop -5, Siah-1 displacement 5%, M17LAP inhibition 1% and Hep lipid drop cells 6.5 µM 731.
`OC(c1ccccc1)c1nc2ccccc2s1` (stereo not given) gave TNAP activation fold 1.1, K1F lysis inhibition 0.4%, human PMI inhibitors 6%, PMI inhibitors 7%, P. falciparum M1AAP -1%, XIAP antagonists -4.3%, Siah-1 displacement -5% and M17LAP inhibition 0%.
Screening O=C(CSc1nncs1)NC1CCCc2ccccc21 (stereo not given) returned TNAP activation fold 1.1, K1F lysis inhibition -0.4%, human PMI inhibitors 18%, PMI inhibitors -12%, P. falciparum M1AAP 7%, XIAP antagonists -4.7%, Hep lipid drop -4, Siah-1 displacement 0%, M17LAP inhibition 8% and Hep lipid drop cells 6.5 µM 652.
For Cc1cc2cc(C)c(NCCNC(=O)c3cccs3)nc2cc1C the results were TNAP activation fold 1.1, K1F lysis inhibition -0.3%, human PMI inhibitors 18%, PMI inhibitors 22%, P. falciparum M1AAP 3%, XIAP antagonists -8.5%, Hep lipid drop -16, Siah-1 displacement 1%, M17LAP inhibition 14% and Hep lipid drop cells 6.5 µM 710.
For CCOC(=O)C1(Cc2ccc(Cl)cc2)CCN(Cc2ccon2)CC1 the results were TNAP activation fold 1.1, K1F lysis inhibition inactive, human PMI inhibitors 14%, PMI inhibitors 15%, P. falciparum M1AAP 5%, XIAP antagonists -6.8%, Hep lipid drop -18, Siah-1 displacement 0%, M17LAP inhibition 1% and Hep lipid drop cells 6.5 µM 727.
`NS(=O)(=O)c1ccc(NC(=O)COC(=O)CCc2c[nH]c3ccccc23)cc1` gave TNAP activation fold 1.1, K1F lysis inhibition -0.7%, human PMI inhibitors 7%, PMI inhibitors -1%, P. falciparum M1AAP 7%, XIAP antagonists -0.5%, Hep lipid drop -7, Siah-1 displacement 3%, M17LAP inhibition 1% and Hep lipid drop cells 6.5 µM 720.
`NC(=S)N/N=C/c1ncc(C(F)(F)F)cc1Cl` gave P. falciparum M1AAP 7%, Hep lipid drop -26, Siah-1 displacement 3%, M17LAP inhibition 0% and Hep lipid drop cells 6.5 µM 608.
Cc1cc(/C=C2\C(=N)N3N=C(C(C)C)SC3=NC2=O)c(C)n1Cc1ccccc1 was read as K1F lysis inhibition -2.1%, P. falciparum M1AAP 6%, Hep lipid drop 2, Siah-1 displacement 4%, M17LAP inhibition 2% and Hep lipid drop cells 6.5 µM 755.
COc1ccc(NC(=O)C2CC(=O)N=C(N)S2)cc1 (stereo not given) was read as TNAP activation fold 1.1, K1F lysis inhibition 0.2%, human PMI inhibitors 5%, PMI inhibitors 4%, P. falciparum M1AAP 10%, XIAP antagonists 0.8%, Hep lipid drop 11, Siah-1 displacement 2%, M17LAP inhibition 3% and Hep lipid drop cells 6.5 µM 722.
For COc1ccc(-n2c(=S)[nH]c3cc(C(=O)Nc4cc(OC)c(OC)c(OC)c4)ccc3c2=O)c(OC)c1 the results were TNAP activation fold 1.1, K1F lysis inhibition 0.0%, human PMI inhibitors -10%, PMI inhibitors -10%, P. falciparum M1AAP -3%, XIAP antagonists -5.8%, Hep lipid drop 2, Siah-1 displacement -8%, M17LAP inhibition -2% and Hep lipid drop cells 6.5 µM 685.
`COc1ccc(/C=N/NC(=O)c2cccc(Br)c2)cc1COc1ccccn1` gave K1F lysis inhibition 0.0%, P. falciparum M1AAP 1%, Hep lipid drop -14, Siah-1 displacement 0%, M17LAP inhibition 4% and Hep lipid drop cells 6.5 µM 723.
`CCC1(C)CC(=O)N(c2ccc(C(=O)O)c(O)c2)C1=O` (stereo not given) gave TNAP activation fold 1.1, K1F lysis inhibition 4.2%[50 µM], human PMI inhibitors 4%, PMI inhibitors 6%, P. falciparum M1AAP 2%, XIAP antagonists -3.5%, Siah-1 displacement 0% and M17LAP inhibition -8%.
Cc1cc(-c2c(C(=O)N3CCOCC3)c(C)nn2-c2cccc(C(F)(F)F)c2)no1 was read as K1F lysis inhibition 0.1%, P. falciparum M1AAP -1%, Hep lipid drop 2, Siah-1 displacement 0%, M17LAP inhibition -3% and Hep lipid drop cells 6.5 µM 706.
`Cc1cc(C)n2nc(SCC(=O)Nc3c(C)nn(-c4ccccc4)c3C)nc2n1` gave TNAP activation fold 1.1, K1F lysis inhibition 0.6%, human PMI inhibitors -5%, PMI inhibitors 10%, P. falciparum M1AAP 6%, XIAP antagonists -9.5%, Hep lipid drop 24, Siah-1 displacement 2%, M17LAP inhibition 10% and Hep lipid drop cells 6.5 µM 759.
`COc1ccc(-n2ncc3c(=O)n(CC(=O)OCc4ccccc4)cnc32)cc1` gave TNAP activation fold 1.1, K1F lysis inhibition 0.5%, human PMI inhibitors 12%, PMI inhibitors 10%, P. falciparum M1AAP -3%, XIAP antagonists -2.6%, Hep lipid drop 5, Siah-1 displacement 9%, M17LAP inhibition 6% and Hep lipid drop cells 6.5 µM 713.
Screening CCCCN=C1NN=C(c2ccc3c(c2)OCCO3)CS1 returned TNAP activation fold 1.1, human PMI inhibitors 12%, PMI inhibitors 10%, P. falciparum M1AAP 4%, XIAP antagonists -7.3%, Hep lipid drop -11, Siah-1 displacement 1%, M17LAP inhibition -11% and Hep lipid drop cells 6.5 µM 689.

2 successive entries from above, for reference:
`COc1ccc(-n2ncc3c(=O)n(CC(=O)OCc4ccccc4)cnc32)cc1` gave TNAP activation fold 1.1, K1F lysis inhibition 0.5%, human PMI inhibitors 12%, PMI inhibitors 10%, P. falciparum M1AAP -3%, XIAP antagonists -2.6%, Hep lipid drop 5, Siah-1 displacement 9%, M17LAP inhibition 6% and Hep lipid drop cells 6.5 µM 713.
Screening CCCCN=C1NN=C(c2ccc3c(c2)OCCO3)CS1 returned TNAP activation fold 1.1, human PMI inhibitors 12%, PMI inhibitors 10%, P. falciparum M1AAP 4%, XIAP antagonists -7.3%, Hep lipid drop -11, Siah-1 displacement 1%, M17LAP inhibition -11% and Hep lipid drop cells 6.5 µM 689.

Compound activity (PubChem BioAssay)

Rows are unselected; about 1.9% have a hit in one of these screens.
